sdo1 growth = restores growth of sdo1-depleted yeast; S. cerevisiae sdo1-depleted JHY4D growth rescue, OD600 30 h; active compounds read high; pdr5 snq2 efflux-pump mutant strain; z-score at 10 µM; 0.21% of 140,000 active;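 active = z-score above 3 at both the 24 hr and the 30 hr optical density reads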;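 also: z-score against mean and SD of all compound wells on the same plate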
Insulin prom inh = TRM-6 insulin promoter activity inhibition; TRM-6 cells (human fetal islet line), insulin promoter-eGFP reporter, imaging; reporter expression induced with tamoxifen; inhibition, % at 2 µM; AID 1273; 0.9% of 130,000 active;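 active = inhibition above the mean plus 3 SD, with well images judged a real hit on visual review, cut at about 60% in these data, passing the limit was not always enough; inconclusive = inhibition over the cutoff but images rejected on review; inactive = inhibition not above the cutoff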
sdo1 growth Rescue 24 h = second read-out of sdo1 growth, no call of its own (marks repeat the call); z-score; S. cerevisiae sdo1-depleted JHY4D growth rescue, OD600; measured here: growth rescue at 24 h;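 0 is the plate mean of compound wells and units are plate SD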
Starred values were filed as active, the others as inactive; ? = inconclusive; . = not tested or not shown. Not all compounds are listed (hit frequency here may not be typical).

Values run as follows: sdo1 growth | sdo1 growth Rescue 24 h | Insulin prom inh
CCOC(=O)CN1C(=O)NC(C)(c2ccc(OC(F)F)cc2)C1=O (stereo not drawn)
→ 0.63 | 0.14 | .
Cc1cc(O)ccc1N/C=C/c1onc(C)c1[N+](=O)[O-]
→ . | . | -41.7
CN(C)c1cccc(C(=O)Nc2ccc3nc4n(c(=O)c3c2)CCCCC4)c1
→ -0.87 | -0.98 | .
CC(=O)c1cccc(Nc2cc(C)nc3c(C)cc(C)cc23)c1
→ 0.29 | -0.34 | 48.6
CCN(C(=O)C1CCN(S(=O)(=O)c2cccc3nonc23)CC1)c1ccccc1
→ -0.57 | -0.83 | .
O=S(=O)(NCc1ccccc1Br)c1cccs1
→ -0.44 | -0.39 | 17.2
Cc1ccc2c(c1)C(=O)c1c(C(=O)O)cccc1-2
→ . | . | 66.7
COc1ccc(OCCOC(=O)Nc2ccccc2)cc1
→ -0.41 | -0.7 | .
Cc1cccc(NC(=O)c2oc3c(c2C)C(=O)CC(C)(C)C3)n1
→ -0.55 | -0.58 | -183.7
Cn1nc(C(=O)NNc2c(F)c(F)cc(F)c2F)c2ccccc2c1=O
→ . | . | 0.0
COCCN=c1scc(-c2cc(OC)ccc2OC)n1/N=C/c1c[nH]c2ccccc12
→ -0.29 | -0.05 | 0.0
CCOc1ccc(Cl)cc1S(=O)(=O)NCc1cccnc1
→ 1.04 | 1.19 | 8.3
Fc1ccccc1CN1CCCN(C(=S)Nc2cccc(Cl)c2)C1
→ . | . | 6.7
COc1ccc(NC2=NC3(CCCCC3)N=C(N)N2)cc1
→ 1.49 | 1.6 | -9.1
Cc1nn(-c2ccccc2)c2c1/C(=N/O)CC(C)(C)C2
→ 1.65 | 2.6 | .
O=C(Cn1nc(C(F)(F)F)c2c1CCCC2)NCc1ccco1
→ 1.38 | 1.38 | -21.4
O=C(NCc1ccccn1)c1cc(-c2ccccc2)nc2ccccc12
→ -0.93 | -0.98 | 23.3
Cc1cccc(NC(=O)c2sc3nc(N)c(C#N)cc3c2N)c1
→ 0.26 | 0.08 | 22.6
COc1ccc(C(=O)N2CCN(c3ccc(C)cc3)CC2)cc1OC
→ -0.25 | -0.11 | .
COc1ccc(-n2c(=S)[nH]c3cc(C(=O)NCCCN4CCCC4=O)ccc3c2=O)cc1
→ 0.26 | -0.1 | -3.0
COC(=O)C1(C(=O)OC)Sc2ccccc2C1=O
→ 1.54 | 0.91 | -39.3
Cc1ccc(CCNC(=O)CC2Oc3ccc(C)cc3NC2=O)cc1 (stereo not drawn)
→ -1.21 | -0.14 | .
COc1ccc(Br)cc1CN(C)CC(=O)Nc1c(Cl)ccc(C)c1Cl
→ -1.71 | -1.76 | .
CCOC(=O)c1ccc(N=CC2=C(O)CC(C)(C)CC2=O)cc1
→ 0.81 | 0.66 | 38.9
COc1ccc(C(=O)NC2(C(F)(F)F)C(=O)N(Cc3ccco3)C3=C2C(=O)CC(C)(C)C3)cc1OC (stereo not drawn)
→ 0.68 | 0.09 | -37.1
Cc1ccc(-n2c(C)cn(C(=O)c3ccccc3)c2=S)cc1
→ -0.79 | -0.61 | -27.8
COc1cccc(-n2c(SCC(=O)N3CCOCC3)nc3c([nH]c4ccccc43)c2=O)c1
→ . | . | 33.3
CCN(/N=C/c1ccc(N(C)C)cc1)c1nc2ccccc2[nH]1
→ -0.41 | -0.15 | 86.7*
O=C(/C=C/c1cccs1)NC(=S)NNC(=O)c1ccccc1O
→ . | . | -150.0
CCCc1[nH]nc2c1C(c1ccc(OC)c(Cn3nnc4ccccc43)c1)C(C#N)=C(N)O2 (stereo not drawn)
→ 0.67 | 0.47 | 20.0
Brc1ccc(-c2nnc3ccc(N4CCN(c5ccccc5)CC4)nn23)cc1
→ -0.58 | 0.12 | 0.0
Cc1nc2cc(C(F)(F)F)ccc2n1C1CCN(CC(=O)N2CCOCC2)CC1
→ 0.59 | 0.29 | -2.9
CC(=C/c1ccccc1)/C=N/NC(=O)CSc1nc(C)cc(C)n1
→ 0.56 | 0.3 | .
COc1cccc(C(=O)Nc2cccc(OC(C)=O)c2)c1
→ 0.49 | -0.06 | -27.8
O=C(N/N=C\c1ccccn1)C1COc2cc3ccccc3cc2O1 (stereo not drawn)
→ 0.07 | 0.12 | 6.5
Cc1[nH]c(=O)[nH]c(=O)c1S(=O)(=O)Nc1ccc(Oc2ccccc2)cc1
→ 0.41 | -0.67 | 60.0
COc1cccc(N2CCN(C(=O)c3cccn4c(=O)c5c(C)c(C)sc5nc34)CC2)c1
→ . | . | -35.7
CCCOC(=O)c1sc2nc3c(cc2c1N)C(=O)CCC3
→ 0.16 | -0.14 | -7.1
O=C(COC(=O)/C=C/c1cccs1)NC(=O)Cc1ccccc1
→ . | . | -50.0
NC(=O)c1ccccc1NC(=O)NC1CCCCC1
→ 1.07 | 1.04 | ?
COCCCn1c(SCC(=O)Nc2ccc3c(c2)OCCO3)nnc1-c1ccoc1C
→ -0.14 | 0.24 | .
O=C(COC(=O)c1cccnc1Nc1ccccc1F)NC1CC1
→ -0.01 | -0.68 | 9.7
COC(=O)Cc1c(C)nc2nc(-c3ccc(Cl)cc3)[nH]n2c1=O
→ 0.04 | 0.44 | 8.3
CC(C)(C)OC(=O)NCCc1nnc(SCc2ccc(Cl)cc2Cl)o1
→ -0.55 | 0.46 | -28.6
CN1CCCCc2c1[nH]c1ccccc1c2=O
→ 2.1 | 0.43 | -42.9
N#C/C(=C\c1cccc([N+](=O)[O-])c1)c1nnc2n1CCCCC2
→ -0.58 | -0.05 | -6.7
CNC(=O)C1CCN(C(=O)c2ccc(-c3ccccc3)cc2)CC1
→ 0.5 | 0.17 | 0.0
COc1ccc(-n2c(Cc3cc(=O)[nH]c(=O)[nH]3)nnc2SCC(=O)N2CCCC2)cc1
→ 1.1 | 1.27 | .
CSc1nc2[nH]ncc2c(=O)[nH]1
→ 0.6 | -0.07 | -40.0
CCNC(=S)N/N=C/c1sc(N2CCCCC2)nc1-c1cccs1
→ 0.65 | 2.72 | -12.5
CCOC(=O)COc1ccc(S(=O)(=O)NCc2cccnc2)cc1
→ 0.9 | 0.16 | 50.0
CCOC(=O)N/N=C\C=C\c1ccc2c(c1)OCO2
→ -0.88 | -1.08 | -37.1
O=C(COc1ccccc1)N1CCN=C1c1ccccc1
→ 0.36 | -0.34 | -42.9
Nc1c(C(=O)C2CC2)sc2nc(-c3cccs3)cc(C(F)(F)F)c12
→ 0.04 | 1.81 | -185.7
FC(F)(F)c1cc(C(F)(F)F)c2ccc(N3CCN(c4ccccc4)CC3)nc2n1
→ -0.68 | 1.05 | 20.6
Cc1ccc(C(=O)/C=C/NCc2ccc(F)cc2)cc1
→ 1.58 | 1.78 | 43.8
O=C(COC(=O)c1ccc(N2CCOCC2)c([N+](=O)[O-])c1)Nc1ccc2c(c1)OCO2
→ 0.59 | 0.83 | 20.7
Cc1cc2cc(CN(Cc3ccco3)S(=O)(=O)c3c(C)ccc4nsnc34)c(=O)[nH]c2cc1C
→ -1.35 | -0.1 | 20.0
CN=c1scc(-c2cc(OC)ccc2OC)n1/N=C/c1c(C)[nH]c2ccccc12
→ -1.43 | -0.99 | .
O=C(CCCN1C(=O)/C(=C/c2cccs2)SC1=S)Nc1ccccn1
→ . | . | -60.0

The listing continues:
Values run as follows: sdo1 growth | sdo1 growth Rescue 24 h | Insulin prom inh
CCOC(=O)C1(P(=O)(c2ccccc2)c2ccccc2)CCC1
→ -0.43 | -0.87 | -52.2
O=C(c1ccccc1)N1CCN(C2C3CC4CC(C3)CC2C4)CC1 (stereo not drawn)
→ -0.36 | -0.2 | 31.5
Cc1cccc(N(C(=O)Nc2ccccc2)C2=NCC(C)S2)c1 (stereo not drawn)
→ -1.2 | -1.46 | .
N#Cc1ccc(N2C(=O)[C@@H]3C(C(=O)c4ccc5ccccc5n4)=NN[C@@H]3C2=O)cc1
→ 0.68 | 0.21 | .
CCC(C)[C@H](NC(=O)NC1CCN(Cc2ccccc2)CC1)C(=O)OC (stereo partly drawn)
→ 1.29 | 0.24 | 2.9
O=C(c1cnn2c(C(F)F)cc(C3CC3)nc12)N1CCCC1
→ 0.05 | -0.62 | -40.0
O=C1C=C(NC2CCCC2)CC(c2ccccc2)C1 (stereo not drawn)
→ . | . | 7.7
CC(C)(C)C(=O)Nc1ccccc1C(=O)Nc1cccnc1
→ 0.57 | -0.29 | 46.1
O=C(C1=C(O)C(=O)N(CCCN2CCOCC2)C1c1ccncc1)c1cc2ccccc2o1 (stereo not drawn)
→ 1.26 | 1.26 | 46.4
COc1ccccc1N1C(=O)CC(Sc2nccc(C)n2)C1=O (stereo not drawn)
→ -0.69 | -0.83 | 13.5
CC(C)Sc1nc2ccccc2n1CC(N)=O
→ 2.12 | 2.4 | .
COc1ccc(CC(NC(C)=O)C(=O)NC2CCN(C(=O)Nc3ccc(Cl)cc3)CC2)cc1OC (stereo not drawn)
→ 0.08 | -0.14 | -11.4
COc1ccccc1C1c2[nH]c3ccccc3c2CCN1Cc1cnc(C)s1 (stereo not drawn)
→ . | . | -73.9
O=C(NCc1ccc(F)cc1)C1(c2cccs2)CCOCC1
→ 0.58 | 0.34 | .
O=C(CN1CCC(c2nc3ccccc3[nH]2)CC1)Nc1ccc2c(c1)OCO2
→ 0.41 | 0.56 | 6.1
Cc1ccc(-c2csc3ncnc(OCC(=O)NC(=O)NCc4ccco4)c23)cc1
→ -1.64 | -0.85 | 3.1
O=S(=O)(O/N=C1\CCCc2ccccc21)c1ccccc1
→ 1.02 | 0.63 | -14.3
Cc1ccc(/C=[N+](/[O-])C2SC(=S)N(C)C2(C)C)cc1 (stereo not drawn)
→ 1.69 | 2.34 | 5.1
Cc1nc2ccccc2n1C(=O)c1cc(-c2ccc(Br)cc2)nc2ccccc12
→ -1.36 | -2.87 | 20.0
Cc1nc(SCC(=O)NCc2ccco2)c2c(C)c(C)sc2n1
→ -2.43 | -1.01 | 0.0
CCOC(=O)c1sc(NC(=O)CSc2nc3c(c(-c4ccc(OC)cc4)c2C#N)CCCC3)c(C#N)c1C
→ 1.27 | 1.2 | 27.9
CCOC(=O)c1[nH]c2ccc(Br)cc2c1NC(=O)CCN1CCC(C(=O)OCC)CC1
→ -0.92 | -0.89 | 0.0
c1ccc(C2=NNC(c3ccco3)=Nc3ccccc32)cc1
→ . | . | 36.8
CN1CCN(CC(O)c2ccccc2)CC1 (stereo not drawn)
→ 0.08 | -0.31 | -46.4
CC1CCCC(NC(=O)CCn2c(=O)oc3ccccc32)C1C (stereo not drawn)
→ 0.6 | 1.53 | -12.1
CC(C)C1OC(c2cccc(NC(=O)c3cccs3)c2)OCC1(C)C (stereo not drawn)
→ . | . | -6.7
COc1cccc(C2C(C#N)=C(N)Oc3cc(C)oc(=O)c32)c1OC (stereo not drawn)
→ -0.07 | -0.48 | -9.4
COc1ccc(NC(=O)NCCCN2CCCCC2C)cc1 (stereo not drawn)
→ 1.38 | 1.81 | 6.2
CCC1(C)Cc2ccccc2-c2nc(NCCCO)n(-c3ccccc3)c(=O)c21 (stereo not drawn)
→ 5.82* | 3.54* | -44.4
c1ccc2c(-c3nn[nH]n3)cccc2c1
→ 1.08 | 0.8 | .
Cc1ccc(C)c(NC(=O)CSc2nnc(CCNC(=O)OC(C)(C)C)o2)c1
→ -0.7 | -0.81 | -37.5
Cc1cccc(N2C(=O)CC(Sc3ccccc3C(=O)O)C2=O)c1 (stereo not drawn)
→ 1.52 | 1.62 | .
O=C(CC(c1ccccc1)c1cc(Br)ccc1O)N1CCCC1 (stereo not drawn)
→ . | . | 0.0
COc1ccc(C(=O)Cn2c(NCCO)nc3ccccc32)cc1OC
→ 0.27 | -0.65 | 86.7*
Cn1cc(C(=O)c2ccc(Cl)cc2Cl)cc1C(=O)N/N=C(\N)COc1ccc(F)cc1
→ 1.36 | 2.08 | 25.0
Cc1ccc(S(=O)(=O)N(C)C)cc1NC(=S)NNC(=O)C1CC1
→ 0.3 | -0.19 | 3.2
Cc1cc2cc(CNC(=O)c3ccc(S(=O)(=O)N4CCCCC4)cc3)ccc2n1C
→ 1.4 | 0.56 | .
N#C/C(=C\c1cc([N+](=O)[O-])c(N2CCOCC2)cc1N1CCOCC1)c1nc2ccccc2[nH]1
→ 0.62 | 0.34 | 9.1
Cc1cccc(NC(=O)CCSc2ccccc2)c1C
→ . | . | 5.9
Nc1ccccc1Nc1cc(-c2cccc(Cl)c2)nn1-c1ccccc1
→ -1.2 | -0.34 | -259.2
CCSc1nnc(NC(=O)C2C3C=CC(C3)C2C(=O)O)s1 (stereo not drawn)
→ 0.96 | 0.75 | 2.9
Cc1nnc(Sc2cc(C(=O)NCCCN(C)Cc3ccccc3)c3ccccc3n2)s1
→ 0.58 | 0.02 | -30.2
O=S1(=O)CCC(NC(=S)NCCNC(=S)NC2CCS(=O)(=O)C2)C1 (stereo not drawn)
→ 2.15 | 2.68 | 16.1
CC1=NN(c2ccc(C)c(C)c2)C(=O)/C1=C/c1ccc2c(c1)n(C)c(=O)n2C
→ -0.18 | -0.39 | -46.0
Cc1onc(-c2ccccc2Cl)c1C(=O)OCC(=O)N1CCCc2ccccc21
→ -1.48 | -1.11 | -10.7
Cc1cc(C)nc(SCc2ccc(C(=O)N/N=C/C3CCCCC3)cc2)n1
→ 0.06 | -0.6 | .

Grouped by structure: the compounds so far containing a nitro group on carbon (4)
Values run as follows: sdo1 growth | sdo1 growth Rescue 24 h | Insulin prom inh
Cc1cc(O)ccc1N/C=C/c1onc(C)c1[N+](=O)[O-]
→ . | . | -41.7
N#C/C(=C\c1cccc([N+](=O)[O-])c1)c1nnc2n1CCCCC2
→ -0.58 | -0.05 | -6.7
O=C(COC(=O)c1ccc(N2CCOCC2)c([N+](=O)[O-])c1)Nc1ccc2c(c1)OCO2
→ 0.59 | 0.83 | 20.7
N#C/C(=C\c1cc([N+](=O)[O-])c(N2CCOCC2)cc1N1CCOCC1)c1nc2ccccc2[nH]1
→ 0.62 | 0.34 | 9.1

Screening data: PubChem BioAssay, several laboratories
